RXFP1 antagonist: RXFP1 (human) relaxin receptor antagonism | Q9HBX9 | HEK293-RXFP1, relaxin-stimulated cAMP HTRF, 30 min; stronger effect = lower value | activity change, negative = inhibition, % at 57.5 µM | 0.59% of 350,000 active;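 active means activity change of -60% or lower, but not beyond a set lower limit; inconclusive means change between -60% and -40%, or beyond the set limit; inactive means change above -40%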; further: on the % scale 0 is the no-effect control and ±100 the full control effect
Vif-APOBEC3F blk: Vif-A3F binding inhibition; HeLa A3F-eYFP + Vif (tagged APOBEC3F with the HIV-1 protein that degrades it), YFP fluorescence increase; Potency, µM (titrated, usually from 46.1 µM), inactives show at the top dose activity, negative = active; AID 602313; 0.2% of 390,000 active; further: potency means the concentration at half of the fitted maximal effect; % of control where 0% means no effect; nearly all actives have a fitted effect of over 65% in size
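HeLa cells stably expressing A3F-eYFP plus Vif, plated and incubated overnight at 37 deg C, then exposed to compounds overnight at 37 deg C. Blocked degradation read as raised yellow fluorescence (Ex 488/Em 500-530).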
D1 potentiator: potentiators of human D1 dopamine receptor; 0.036% of 360,000 active; potentiation, % at 10 µM; P21728; AID 504651; HEK293 TREx D1 cells, calcium flux, dopamine EC20 potentiation; in the data active means potentiation above about 30%; further: 0% is about no effect
D1 ag: agonists of human D1 dopamine receptor. activation, % at 2 µM. HEK293 T-REx D1 cells, calcium flux, agonist mode. 1% of 360,000 active; in the data active means activation above about 30%; further: 0% is about no effect
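Agonism was scored from calcium flux recorded over 180 s (1 read/s) after pintool compound addition, following a 10-cycle baseline. Cells were inducible force-coupled HEK293 TREx D1, plated overnight at 30 C and loaded with no-wash calcium dye.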
D1 antag: antagonists of human D1 dopamine receptor; P21728; HEK293 TREx D1 cells, calcium flux, dopamine EC80; stronger effect = lower value; activity change, negative = inhibition, % at 10 µM; 3.2% of 360,000 active; in the data active means activity change below about -30%; further: on the % scale 0 is the no-effect control and ±100 the full control effect
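Tetracycline-induced HEK293 Trex D1 cells, force-coupled to calcium, dye-loaded; compounds added and read 180 s, then EC80 dopamine added and calcium flux tracked kinetically another 180 s.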
GRP78 ERSR act: ER stress response induction in glioma | U87-MG GRP78 promoter luciferase reporter, 16 h | Potency, µM, for inactives: top-dose activation, most hits filed as activators | 0.02% of 420,000 active | AID 602332; further: potency means the concentration at half of the fitted maximal effect; series mostly up to about 76 µM; % of control where 0% means no effect; nearly all actives have a fitted effect of over 35% in size
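Stably transfected U87-MG glioma cells carrying a GRP78-based luciferase sensor; 16 h compound incubation. Luminescence end-point read 10 min after Bright-Glo addition at room temperature.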
D2 PAM: D2 dopamine receptor (human) potentiation; 0.34% of 340,000 active; HEK293 T-REx D2, calcium flux, EC20 dopamine potentiation; P14416; potentiation, % at 10 µM;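 active means potentiation over 3 SD above the plate norm, cut at about 30% in these data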; further: 0% is about no effect
Target sequence (P14416 whole entry, looked up): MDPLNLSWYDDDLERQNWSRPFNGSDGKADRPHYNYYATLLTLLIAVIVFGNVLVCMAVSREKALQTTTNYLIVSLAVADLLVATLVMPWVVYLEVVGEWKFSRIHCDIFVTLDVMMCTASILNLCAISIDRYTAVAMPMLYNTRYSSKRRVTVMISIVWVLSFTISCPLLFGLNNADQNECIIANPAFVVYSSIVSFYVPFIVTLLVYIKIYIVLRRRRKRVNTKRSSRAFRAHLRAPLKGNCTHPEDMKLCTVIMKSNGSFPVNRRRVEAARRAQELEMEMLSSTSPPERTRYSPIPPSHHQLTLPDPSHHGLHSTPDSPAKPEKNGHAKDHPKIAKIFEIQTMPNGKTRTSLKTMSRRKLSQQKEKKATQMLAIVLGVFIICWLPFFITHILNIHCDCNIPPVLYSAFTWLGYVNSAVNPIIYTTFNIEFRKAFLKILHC
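Tetracycline-induced HEK293 T-REx cells force-coupled to calcium signalling expressed D2; compounds were pin-added after a 10 s baseline, read kinetically 180 s, then an EC20 dopamine challenge followed with a further 180 s calcium read.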
Vif-A3G inh: Vif-A3G binding inhibition; HeLa A3G-eYFP + Vif (tagged APOBEC3G with the HIV-1 protein that degrades it), YFP fluorescence, overnight; Potency, µM (doses to about 46.1 µM), without a hit: top-dose activity, negative = active, actives largely listed as inhibitors; 0.076% of 410,000 active; AID 602310;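 further: potency means the concentration at half of the fitted maximal effect; on the % scale 0 is the no-effect control and ±100 the full control effect; nearly all actives have a fitted effect of over 60% in size; hits raise eYFP signal because A3G escapes Vif-driven loss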
Target sequence (Q9HC16 whole entry, looked up): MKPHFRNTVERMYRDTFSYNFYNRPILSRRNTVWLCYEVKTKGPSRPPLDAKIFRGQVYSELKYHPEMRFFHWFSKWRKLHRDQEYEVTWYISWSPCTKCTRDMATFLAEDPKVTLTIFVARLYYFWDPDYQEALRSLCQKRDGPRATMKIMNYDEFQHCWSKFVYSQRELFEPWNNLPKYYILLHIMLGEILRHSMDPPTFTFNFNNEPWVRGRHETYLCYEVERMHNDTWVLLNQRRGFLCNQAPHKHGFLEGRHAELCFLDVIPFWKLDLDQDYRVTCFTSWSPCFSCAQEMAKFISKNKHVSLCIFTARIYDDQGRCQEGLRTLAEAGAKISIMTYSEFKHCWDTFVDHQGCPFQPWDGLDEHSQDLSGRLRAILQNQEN
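HeLa cells stably expressing Vif and C-terminally eYFP-tagged A3G, seeded overnight at 37 deg C, then exposed to compound by pintool overnight at 37 deg C. Rise in yellow fluorescence (Ex 488/Em 500-530, Acumen) marks blocked Vif-driven A3G degradation.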
RXFP1 agonist: agonists of human relaxin receptor RXFP1; 0.3% of 370,000 active; Potency, µM (doses to about 57.5 µM), inactives show at the top dose activation, usual class: activators; AID 2676; HEK293T-RXFP1 cAMP TR-FRET, 30 min; response scale: percent of porcine relaxin response, buffer zero; further: potency means the concentration at half of the fitted maximal effect; on the % scale 0 is the no-effect control and ±100 the full control effect; nearly all actives have a fitted effect of over 60% in size; many of its hits are not listed in these tables
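HEK293T cells stably expressing RXFP1 were pretreated with the PDE4 inhibitor Ro 20174, exposed to compounds for 30 min at 37C, lysed, and cAMP was read by TR-FRET. Data normalized to buffer (basal) and 29 nM porcine relaxin (100%).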
* = called active by the depositor; ? = inconclusive; · = no result given. Unless noted, the call rests on the fitted dose curve; in most records, active means well fitted curve in the direction sought with a large enough effect; inconclusive means small, poorly fitted or top-dose-only effect, or another doubt; inactive means no such curve, though single readings can be large; an effect the other way counts as inactive or inconclusive.

molecule	RXFP1 antagonist	Vif-APOBEC3F blk	D1 potentiator	D1 ag	D1 antag	GRP78 ERSR act	D2 PAM	Vif-A3G inh	RXFP1 agonist
Cc1ccc(NC(=O)CSc2nnc3scc(-c4ccc(Cl)cc4)n23)cc1	0	·	-1	0	4	·	-21	·	6.3%
O=C(COC(=O)c1cccs1)Nc1ccccc1Cl	-8	13%	6	0	2	-2%	9	0%	0.8%
CC(C(=O)N1CCc2ccccc21)n1cccc1 (stereo not given)	-5	-2%	-3	-1	2	-2%	-1	1%	0.1%
O=C(O)CCCSCC(=O)Nc1ccccc1	-5	-8%	2	1	1	-5%	3	2%	0.2%
COC(=O)c1sc(SC)c(-c2ccon2)c1C	3	-10%	-5	1	9	-4%	8	1%	1.2%
O=C(CNS(=O)(=O)/C=C/c1ccccc1)OCC(=O)N1CCC(Cc2ccccc2)CC1	-4	-10%	-4	4	6	16%	·	0%	0.1%
Cc1nc2ccc(S(=O)(=O)c3ccc4nc(C)[nH]c4c3)cc2[nH]1	-1	6%	6	3	4	-6%	25	3%	0.7%
Cc1ccc(NC(=O)COC(=O)c2ccc(OC(F)F)cc2)cc1S(=O)(=O)N1CCCCC1	5	5%	·	·	·	-4%	·	3%	·
CCN(CC)S(=O)(=O)c1ccc(NC(=O)CN(c2ccc(OC)cc2OC)S(C)(=O)=O)cc1	-7	1%	-1	8	-7	-4%	·	-1%	-0.3%
COc1ccc(/C(N)=N/OC(=O)Cc2ccccc2)cc1	2	19%	0	2	3	3%	4	1%	0.6%

Going on with the list.
molecule	RXFP1 antagonist	Vif-APOBEC3F blk	D1 potentiator	D1 ag	D1 antag	GRP78 ERSR act	D2 PAM	Vif-A3G inh	RXFP1 agonist
CCC(=O)Nc1c2c(nn1-c1ccccc1C)CSC2	8	5%	3	1	-1	-2%	-3	0%	-0.1%
CC(=O)c1cccc(CN2CCC(n3nccc3NC(=O)CCCc3ccccc3)CC2)c1	-7	-1%	-3	19	-14	-6%	·	-4%	2.4%
COc1ccc(NC(=S)NN(C)C(=S)Nc2ccc(OC)cc2)cc1	1	-3%	-3	4	-6	0%	-3	?	3.4%
C=CCNC(=O)c1onc(CSc2cccc(C)c2)c1C(=O)O	·	2%	-1	-1	-5	-4%	5	-9%	-0.3%
Cc1cccc(C)c1NC(=O)CNC(=O)C1COc2ccccc2O1 (stereo not given)	6	0%	-9	0	-5	-3%	2	2%	1.4%
O=C(OCc1ccc(Cl)cc1)c1cccnc1Cl	4	10%	3	2	-11	0%	·	-5%	0.6%
Cc1nn(CC(=O)OCC(=O)Nc2ccccc2[N+](=O)[O-])c(C)c1[N+](=O)[O-]	-20	4%	-4	4	-21	-5%	-5	0%	0.0%
CCOC(=O)C1=C(COC(=O)c2ncc(Cl)c(Cl)c2Cl)NC(=O)NC1C (stereo not given)	-10	-10%	-4	-2	-49*	9%	-2	-6%	5.7%
NS(=O)(=O)c1cc([N+](=O)[O-])ccc1NCc1cccnc1	3	-3%	-5	3	4	-3%	6	-2%	2.9%
Cc1ccc(NC(=O)NNS(=O)(=O)c2ccc(Br)cc2)cc1	-4	-5%	-3	2	11	-1%	4	1%	-2.2%

Next part.
molecule	RXFP1 antagonist	Vif-APOBEC3F blk	D1 potentiator	D1 ag	D1 antag	GRP78 ERSR act	D2 PAM	Vif-A3G inh	RXFP1 agonist
CCC1CN(C(=O)N2CCC(C(=O)NCCOC)CC2)c2ccccc2O1 (stereo not given)	12	-4%	0	1	12	-5%	-2	-1%	-0.1%
CCCN(CC(=O)Nc1ccccc1C)C(=O)C1CCN(S(=O)(=O)c2cccc(C(F)(F)F)c2)CC1	-2	-3%	-5	1	12	-1%	14	-6%	1.1%
Cc1oc(-c2ccccc2F)nc1CS(=O)(=O)CC(=O)N1CCN(Cc2ccccc2)CC1	0	-8%	-2	4	-2	-2%	8	3%	-0.8%
CCC(C)NC(=O)CSC1=Nc2ccccc2C2=NC(CC(=O)NCc3ccc(F)cc3)C(=O)N12 (stereo not given)	15	-5%	-4	3	-19	-3%	-3	0%	2.8%
CCn1cc(C(=O)N2CCN(c3cccc(Cl)c3)CC2)c(=O)c2cc(S(=O)(=O)N3CCCCC3)ccc21	-10	1%	5	0	-9	-2%	1	6%	-4.9%
Cn1c(=O)c([N+](=O)[O-])c(-n2cnc3ccccc32)c2ccccc21	-10	-14%	4	1	-6	?	-3	?	4.2%
Cc1cc[n+](CC(=O)c2ccc(NC(=O)c3ccccc3)cc2)cc1	-4	5%	1	1	9	-3%	-1	2%	-0.4%
CN(CC(=O)Nc1ccc(F)c(F)c1F)C(=O)c1nn(Cc2ccccc2)c(=O)c2ccccc12	9	0%	·	·	·	-2%	·	1%	·
O=C(O)COc1ccccc1/C=N/NC(=O)c1cc2ccccc2cc1O	5	1%	-10	1	1	-1%	5	2%	0.4%
O=C(CSc1n[nH]c(-c2ccncc2)n1)c1ccccc1	0	0%	-4	3	15	-1%	7	2%	2.0%

The list goes on.
molecule	RXFP1 antagonist	Vif-APOBEC3F blk	D1 potentiator	D1 ag	D1 antag	GRP78 ERSR act	D2 PAM	Vif-A3G inh	RXFP1 agonist
CC(C)c1ccc(-c2nc(N3CCCC3)nc3n[nH]c(N)c23)cc1	-11	-5%	1	2	4	-5%	44*	-10%	-0.1%
COCCN(C(=O)COC(=O)CNC(=O)c1cccs1)c1c(N)n(Cc2ccccc2)c(=O)[nH]c1=O	-1	-4%	4	2	2	-4%	-2	1%	-1.3%
COc1ccc(C(=O)/C=C/C(=O)N(Cc2ccccc2OC)C(C(=O)NC2CCCCC2)c2ccncc2)c(O)c1 (stereo not given)	-8	12%	-5	2	14	-2%	8	3%	6.5%
Cc1ccc(C(=O)c2ccc([N+](=O)[O-])cc2)cc1C	13	1%	-1	-1	-2	0%	-6	1%	-0.1%
COc1ccccc1NC(=O)COc1ccc(C(=O)OCC(=O)N2CCCC2=O)cc1OC	-1	-5%	-6	3	-9	-3%	1	6%	-0.8%
CC1CCN(CC(=O)Nc2ccc(S(=O)(=O)N3CCCC(C)C3)cc2)CC1 (stereo not given)	6	-15%	-5	20	-32*	-1%	-4	0%	0.2%
Cc1ccc(NC(=O)/C(=C/c2ccc([N+](=O)[O-])cc2)NC(=O)c2ccccc2)cc1	?	-26%	-8	3	-2	-5%	-7	0%	0.5%
Cc1c(C)c2ccc(OCC(=O)NC(Cc3c[nH]c4ccc(O)cc34)C(=O)O)c(C)c2oc1=O (stereo not given)	·	-6%	-7	1	-17	-1%	3	4%	3.3%
CC(C)(C)C1CCc2c(sc3nc(SCC(=O)O)nc(N)c23)C1 (stereo not given)	-9	-26%	-1	1	-2	-12%	0	-12%	3.2%
COc1ccc([N+](=O)[O-])cc1N(CC(=O)N1CCCC1)S(C)(=O)=O	-18	-32%	0	4	3	-2%	-14	3%	10%

More results.
molecule	RXFP1 antagonist	Vif-APOBEC3F blk	D1 potentiator	D1 ag	D1 antag	GRP78 ERSR act	D2 PAM	Vif-A3G inh	RXFP1 agonist
O=C(Cc1c(F)cccc1Cl)c1ccc(O)cc1O	8	-16%	-1	13	-18	5%	3	-11%	1.5%
C=CCN1C(=O)C(O)(CC(=O)c2ccc(N)cc2)c2ccccc21 (stereo not given)	·	-10%	-4	1	3	2%	9	-2%	0.1%
Cc1cc(C)n2nc(C(=O)OCC(=O)N(C)CC(=O)Nc3ccccc3Cl)nc2n1	-2	5%	-1	0	-10	-2%	-5	3%	0.1%
COc1ccc(C(=O)NCc2nnc(SCC(=O)NCc3ccc(F)cc3)o2)cc1	2	·	5	-3	-4	-2%	-9	0%	-1.4%
COc1ccc(C(=O)Oc2c(Sc3ccccc3)c(C)nn2-c2ccccc2)cc1OC	·	3%	0	3	5	?	6	-23%	1.6%
COc1ccc(CCNC(=O)c2ccc(N3CCCCS3(=O)=O)cc2)cc1OC	-8	-14%	0	0	-15	-3%	3	3%	-0.5%
CSc1ccc(CN2CCN(Cc3ccccc3)C(CCO)C2)cc1 (stereo not given)	-14	-3%	2	1	-5	-2%	-17	8%	1.0%
Cc1ccc(NC(=O)c2ccco2)c(NC(=O)c2ccccc2C)c1	1	-8%	-3	4	-12	-3%	5	-15%	4.9%
CCOc1ccccc1Nc1ccc2nonc2c1[N+](=O)[O-]	7	5%	7	4	4	0%	11	3%	0.1%
O=C(NCC1CCCO1)c1ccc(NC(=O)C2CCCCC2C(=O)O)cc1 (stereo not given)	-6	-2%	2	5	3	-4%	-1	-5%	0.3%

(next part)
molecule	RXFP1 antagonist	Vif-APOBEC3F blk	D1 potentiator	D1 ag	D1 antag	GRP78 ERSR act	D2 PAM	Vif-A3G inh	RXFP1 agonist
Cn1c(=O)c2[nH]c(-c3ccccc3)c(O)c2n(C)c1=O	-8	?	0	25	-4	-1%	9	3%	-0.4%
O=c1ccc2c(ccc3ncccc32)o1	-3	6%	·	·	·	-5%	·	3%	·
CC(=O)Nc1ccc(CN2CCc3c([nH]c4ccccc34)C2C(C)(C)C)cc1 (stereo not given)	0	-31%	2	2	-11	1%	-3	1%	0.0%
CCc1c(O)nc(SCC(=O)Nc2ccccc2C)n(-c2ccc(C)cc2)c1=O	-8	-14%	-9	4	-11	1%	8	-5%	0.3%
CCc1ccc(NC(=O)Cn2c(=O)n(CCC(=O)N3CCc4ccccc4C3)c(=O)c3ccccc32)cc1	·	1%	-1	-1	-31*	-3%	-13	2%	?
Cc1cc(C)c(NC(=O)Cn2cc(S(=O)(=O)Cc3ccccc3F)c3ccccc32)c(C)c1	-16	6%	0	0	16	-5%	-17	-2%	-1.2%

Source: PubChem BioAssay (National Center for Advancing Translational Sciences (NCATS))

A portion of the library, so the mix of outcomes need not match the whole.
